Assay outcomes from PubChem BioAssay.
Rpn11 inh = Rpn11 (human) deubiquitinase inhibition; O00487; human 26S proteasome, Ub4-pepOG fluorescence polarization; 20S core pre-blocked with epoxomicin; calls only at 20 µM; hit rate 0.59% among 360,000;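 active = inhibition at 20 µM, scaled to each plate's controls, above about 33%, limit read from the data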
SUMO1-SIM PPI = SUMO1-SIM interaction modulation; SUMO1 binding to a labelled peptide, TR-FRET, 1 h; P63165; inhibition, % at 20 µM; AID 602429; hit rate 0.33% among 360,000; in the data active = inhibition above about 37%
Rin1-Abl PPI inh = blocks binding of human Rin1 to Abl; hit rate 0.4% among 360,000; TR-FRET Rin1/Abl binding, biochemical; inhibition, % at 7.35 µM; in the data active = inhibition above about 5%, passing the limit was not always enough
Target sequence (P00519 whole entry, looked up): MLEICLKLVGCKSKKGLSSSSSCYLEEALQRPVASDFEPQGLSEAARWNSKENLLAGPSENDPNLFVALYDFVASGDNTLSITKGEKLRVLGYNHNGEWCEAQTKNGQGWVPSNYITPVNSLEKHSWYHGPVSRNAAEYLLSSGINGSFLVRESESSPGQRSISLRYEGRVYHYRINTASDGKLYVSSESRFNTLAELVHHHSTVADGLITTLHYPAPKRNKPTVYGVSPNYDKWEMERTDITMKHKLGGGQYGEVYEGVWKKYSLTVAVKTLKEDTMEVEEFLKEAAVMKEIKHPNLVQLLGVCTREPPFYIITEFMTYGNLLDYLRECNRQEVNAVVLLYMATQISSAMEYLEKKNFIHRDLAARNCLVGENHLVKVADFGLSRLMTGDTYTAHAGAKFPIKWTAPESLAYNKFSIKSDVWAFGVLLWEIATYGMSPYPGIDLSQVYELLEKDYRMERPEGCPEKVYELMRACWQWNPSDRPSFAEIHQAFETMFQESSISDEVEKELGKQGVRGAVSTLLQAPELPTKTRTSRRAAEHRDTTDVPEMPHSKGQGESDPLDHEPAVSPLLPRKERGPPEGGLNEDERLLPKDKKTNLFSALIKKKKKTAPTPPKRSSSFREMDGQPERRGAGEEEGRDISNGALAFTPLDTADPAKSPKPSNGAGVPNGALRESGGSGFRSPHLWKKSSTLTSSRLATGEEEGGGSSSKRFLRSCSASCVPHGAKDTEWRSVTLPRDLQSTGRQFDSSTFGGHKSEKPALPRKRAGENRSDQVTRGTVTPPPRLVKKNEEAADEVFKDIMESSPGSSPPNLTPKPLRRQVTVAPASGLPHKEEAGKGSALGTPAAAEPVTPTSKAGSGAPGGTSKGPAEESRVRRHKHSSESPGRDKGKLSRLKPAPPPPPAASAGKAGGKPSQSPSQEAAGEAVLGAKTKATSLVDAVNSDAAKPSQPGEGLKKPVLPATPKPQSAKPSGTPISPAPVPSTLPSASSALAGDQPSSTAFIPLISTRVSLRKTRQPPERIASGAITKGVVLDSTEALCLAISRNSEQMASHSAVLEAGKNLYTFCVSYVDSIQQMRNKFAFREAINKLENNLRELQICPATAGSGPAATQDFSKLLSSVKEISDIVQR
Target sequence (Q13671 whole entry, looked up): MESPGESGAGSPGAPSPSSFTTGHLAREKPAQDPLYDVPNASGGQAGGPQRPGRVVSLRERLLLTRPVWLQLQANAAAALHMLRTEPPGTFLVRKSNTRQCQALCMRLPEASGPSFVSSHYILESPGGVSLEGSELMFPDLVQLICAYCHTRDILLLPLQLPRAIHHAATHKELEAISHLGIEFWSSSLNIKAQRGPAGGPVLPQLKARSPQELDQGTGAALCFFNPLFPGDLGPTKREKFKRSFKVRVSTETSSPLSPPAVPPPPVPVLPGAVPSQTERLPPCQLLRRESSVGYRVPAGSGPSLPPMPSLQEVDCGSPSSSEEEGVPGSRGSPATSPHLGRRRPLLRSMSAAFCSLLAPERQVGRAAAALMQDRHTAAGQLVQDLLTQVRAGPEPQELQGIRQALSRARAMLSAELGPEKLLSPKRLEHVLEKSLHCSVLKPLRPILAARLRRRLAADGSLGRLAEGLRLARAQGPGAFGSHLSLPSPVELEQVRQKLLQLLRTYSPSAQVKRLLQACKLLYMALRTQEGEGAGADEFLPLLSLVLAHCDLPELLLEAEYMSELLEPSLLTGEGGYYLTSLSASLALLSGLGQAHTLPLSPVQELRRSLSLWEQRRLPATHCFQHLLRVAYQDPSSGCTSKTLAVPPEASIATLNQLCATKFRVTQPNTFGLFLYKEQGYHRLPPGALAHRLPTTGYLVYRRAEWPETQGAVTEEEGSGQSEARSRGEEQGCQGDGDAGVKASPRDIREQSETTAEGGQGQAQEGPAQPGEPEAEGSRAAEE
Neddyl block = inhibitors of human cullin neddylation; P61081+Q13564; TR-FRET cullin neddylation, biochemical; calls only at 25 µM; hit rate 0.58% among 360,000; in the data active = inhibition above about 36%
LMPTP inh = LMPTP (human) inhibition; P24666; recombinant LMPTP-A, OMFP fluorogenic substrate, fluorescence intensity; inhibition, % at 20 µM; hit rate 0.22% among 360,000; AID 651560;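 active = compounds that cut the enzyme signal by at least half of the control window in the single-dose screen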;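 note: plate controls were DMSO wells with enzyme plus substrate for no effect and substrate without enzyme for full effect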
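Assay system: LMPTP-A enzyme. Input: 0.625 nM LMPTP-A final. Probe or stimulus: 400 µM OMFP. Compound dosing: single 20 µM dose. Schedule: 50 min dark incubation at room temperature. Detection: fluorescence intensity of OMFP turnover product. Read-out: percent inhibition versus substrate-only and uninhibited controls. Benchmarks: no-enzyme low control, uninhibited high control.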
CSN deneddyl inh = CSN deneddylation inhibition; Purified CSN, SCF-Nedd8-OG deneddylation, fluorescence polarization; hit rate 0.38% among 360,000; inhibition, % at 12.5 µM; AID 651999; Q92905;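 active = pattern-corrected inhibition above about 35%, with an unprinted fluorescence ratio check between 0.5 and 1.5, limit read from the data, passing the limit was not always enough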;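 note: 0% = enzyme with substrate and 100% = substrate without enzyme; some results filed as inactive read as strong as hits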
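Material: purified human Csn5 enzyme expressed in HEK293T cells / Medium: Tris buffer pH 7.5, NaCl, DTT, Tween-20, trehalose, ovalbumin / Compound dosing: 12.5 µM single point / Schedule: 90 min incubation of compound, enzyme and substrate at room temperature / Signal: fluorescence polarization of the substrate / Control set: no-enzyme wells high, enzyme-with-substrate wells low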
STEP inh = blocks human striatal-enriched tyrosine phosphatase; P54829; recombinant STEP, OMFP fluorogenic substrate, fluorescence; inhibition, % at 20 µM; hit rate 0.25% among 360,000; AID 588621;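 active = inhibition at 20 µM, scaled per plate between control wells, above about 37%, limit read from the data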;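 note: 0% = DMSO with enzyme and substrate and 100% = substrate only without enzyme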
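material = STEP tyrosine phosphatase | reagent = fluorogenic phosphatase substrate OMFP at 25 µM final | doses = single compound dose of 20 µM, 1% DMSO final | schedule = 20 min reaction, room temperature, in the dark | measured by = fluorescence, 480/540 nm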
DNMT1 inh = inhibitors of human DNMT1; inhibition (reported as % activation of signal), % at 10 µM; hit rate 0.83% among 360,000; AID 588458; DNMT1 molecular beacon, Hinp1I cleavage, fluorescence; in the data active = inhibition above about 50%
Scp1 inh = inhibitors of human Scp-1 phosphatase | inhibition, % at 20 µM | Recombinant Scp1, phosphopeptide, malachite green phosphate absorbance | Q9GZU7 | hit rate 0.88% among 340,000 | AID 493091;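 active = inhibition above about 50% at 20 µM, limit read from the data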;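 note: plate controls were DMSO wells with enzyme for no effect and wells lacking enzyme for full effect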
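Test system: SCP-1 catalytic domain; Buffer or medium: Acidic Tris acetate buffer with magnesium and detergent; Also added: Phosphorylated 17-residue peptide substrate; Compound: single 20 µM dose, 1% DMSO; Schedule: enzyme reaction 45 min at room temperature, colour 5 min, stabilisation 30 min; Signal: Phosphate-binding colour reagent, absorbance read at 630 nm.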
NadD inh = NadD (S. aureus) enzyme inhibition; purified NadD enzyme, colorimetric absorbance read-out; inhibition, % at 20 µM; hit rate 0.78% among 360,000; in the data active = inhibition above about 26%; note: some compounds past the cut are filed as inactive
Active calls of the source: *; i = inactive; / = no result given.

#	NadD inh	Rin1-Abl PPI inh	LMPTP inh	DNMT1 inh	SUMO1-SIM PPI	Neddyl block	CSN deneddyl inh	Rpn11 inh	Scp1 inh	STEP inh	SMILES
1	-7	1	1.2	-2	0	i	0	i	-12	0	CCOC(=O)N/N=C/c1cn(CCCOc2ccccc2)c2ccccc12
2	-1	-4	-0.3	0	3	i	4	i	-3	0	CN(C)S(=O)(=O)c1ccc(N2CCCC2)c(C(=O)Nc2ccc(C(N)=O)cc2)c1
3	0	1	-1.3	-7	0	i	0	i	6	-3	CCC(C)c1ccc(NC(=S)Nc2ccc(OC)c(OC)c2)cc1 (stereo not drawn)
4	-4	1	-1.0	-4	0	i	-3	i	-9	-1	O=C(CSCc1c(F)cccc1Cl)NCc1ccncc1
5	5	-1	-0.7	-1	0	i	-5	i	/	4	CCOC1=C2CN(S(=O)(=O)c3ccc(C)cc3)[C@H](c3ccccc3)C[C@@H]2N(S(=O)(=O)c2ccc(C)cc2)[C@H](c2ccccc2)C1
6	12	0	1.1	-7	4	i	1	i	-4	0	Cc1cccc(-n2c(SCC(=O)N3CC(=O)Nc4ccccc43)nc3ccccc3c2=O)c1C
7	-1	0	-1.6	-2	-3	i	-3	i	-3	0	CN1CCN(c2ccccc2NC(=O)Cc2ccc(Cl)cc2)CC1
8	-3	-1	5.1	-10	-1	i	3	i	-2	2	COc1ccc(C2c3ccc(O)cc3Oc3ncn(Cc4ccco4)c(=N)c32)cc1OC (stereo not drawn)
9	-7	-1	3.2	-1	-2	i	4	i	-7	0	COc1ccccc1C(C)NCC(=O)NCC(=O)Nc1ccc(F)c(F)c1F (stereo not drawn)
10	6	-2	0.1	20	-6	i	3	i	-3	0	COc1cccc(C(=O)Nc2nnc(-c3ccc(OC)cc3OC)s2)c1

Next section
#	NadD inh	Rin1-Abl PPI inh	LMPTP inh	DNMT1 inh	SUMO1-SIM PPI	Neddyl block	CSN deneddyl inh	Rpn11 inh	Scp1 inh	STEP inh	SMILES
11	-3	/	-2.1	/	5	i	-2	/	/	/	CN1CCN(c2ccc3c(c2)OC[C@H](Cc2ccccc2)NS3(=O)=O)CC1
12	9	2	-1.4	0	-2	i	3	i	-4	1	Cc1cc(C)nc(NC(=O)c2cccc(Cl)c2)n1
13	-5	0	1.0	1	8	i	0	i	-2	2	COc1ccc(S(=O)(=O)N2CCCCC2)cc1NC(=O)COc1ccccc1
14	0	0	3.6	-13	-4	i	-2	i	3	-3	Cc1nccn1CC(O)Cn1c2ccccc2c2ccccc21 (stereo not drawn)
15	2	1	-0.5	2	-5	i	-2	i	-2	0	Nc1cccc(-n2nnnc2CN2CCOCC2)c1
16	9	2	-17	-33	2	i	-3	i	-5	-2	NNC(=O)COc1ccc(-c2n[nH]c(C(F)(F)F)c2-c2ccc(Br)cc2)c(O)c1
17	2	1	-0.6	-1	-8	i	-1	i	-4	1	NC(=O)C1CCN(c2ncnc3c(-c4ccccc4)nsc23)CC1
18	-6	1	-0.5	-1	1	i	-4	i	-11	10	O=C(NCCc1ccccc1)c1noc2c1CCCCC2
19	-3	3	-1.2	-5	0	i	3	i	9	-2	CCOc1ccc(N=Nc2c(C)[nH]n(-c3ccccc3)c2=O)cc1
20	-3	-6	-0.3	-3	-14	i	-2	i	-2	2	NC(=O)C1CCN(c2nc(-c3cccc(N)c3)cs2)CC1

Carrying on:
#	NadD inh	Rin1-Abl PPI inh	LMPTP inh	DNMT1 inh	SUMO1-SIM PPI	Neddyl block	CSN deneddyl inh	Rpn11 inh	Scp1 inh	STEP inh	SMILES
21	-3	-1	0.1	-1	-2	i	0	i	-6	0	Cc1ccc(SCCC(=O)N/N=C/c2ccncc2)cc1
22	-3	1	-1.1	2	3	i	-3	i	-6	0	O=C(Cc1ccccc1)NCC(=O)OCc1ccccc1F
23	-5	2	1.9	-4	2	i	-1	i	1	1	COc1ccc(Nc2ncnc3ccccc23)c(OC)c1
24	-3	-1	-0.1	-6	-11	i	5	i	0	1	O=C1OCC(c2ccccc2)=C1c1ccccc1[N+](=O)[O-]
25	-1	1	1.1	5	1	i	0	i	-9	-4	O=c1[nH]c2ccccc2c(=O)n1Cc1ccccc1
26	-4	0	0.4	-1	2	i	0	i	-6	4	c1ccc(-n2ncc3c2ncn2cnnc32)cc1
27	0	-2	1.4	1	5	i	2	i	-7	0	Cc1ccc(NC(=O)N2CCc3ccccc3C2)cc1C
28	-4	1	-0.6	3	2	i	-6	i	-13	-3	Cc1ccc(C(C(=O)NCc2ccco2)N(CC2CCCO2)C(=O)Cn2nnc3ccccc32)cc1 (stereo not drawn)
29	3	-2	0.7	1	0	i	2	i	0	5	CN1C(=O)C2(NCCc3c2[nH]c2ccccc32)c2ccccc21 (stereo not drawn)
30	0	-3	-0.4	5	1	i	0	i	-10	-3	CCC/C(O)=C1\C(=O)CC(C)(C)CC1=Nc1ccccc1OC

(listing goes on)
#	NadD inh	Rin1-Abl PPI inh	LMPTP inh	DNMT1 inh	SUMO1-SIM PPI	Neddyl block	CSN deneddyl inh	Rpn11 inh	Scp1 inh	STEP inh	SMILES
31	-3	-1	0.3	1	2	i	3	i	7	0	Cc1ccc(O)c(C(CC(=O)N2CCCC2)c2ccccc2)c1 (stereo not drawn)
32	5	-3	1.6	1	-37	i	-6	i	8	-1	O=C(OCc1nnc(-c2ccc([N+](=O)[O-])cc2)o1)c1ccc(F)c(S(=O)(=O)N2CCOCC2)c1
33	4	1	2.4	3	-13	i	5	i	1	2	O=C(O)CCC(=O)N1c2ccccc2NC2=C(C(=O)CC(c3ccc(F)cc3)C2)C1c1ccc([N+](=O)[O-])o1 (stereo not drawn)
34	-3	0	3.3	-1	-27	i	-4	i	-8	3	COc1ccc(C2=CC(=O)C[C@H](c3ccc(F)cc3)C2)cc1F
35	3	1	-1.1	1	2	i	2	i	-1	-1	O=C(c1cccc(Cl)c1)N1CCN(C(=O)c2ccccc2F)CC1
36	-7	2	0.2	1	-2	i	-3	i	-3	-1	O=C(NCc1ccc(Cl)cc1)C1CCN(c2cnccn2)CC1
37	-4	3	-0.6	3	1	i	-2	i	-8	4	CC1CCCCC1NC(=O)COC(=O)Cc1ccc(Br)cc1 (stereo not drawn)
38	-8	5	0.5	-9	-1	/	-2	i	-6	-1	COc1cc(NC(=O)Cc2ccc(Cl)cc2)ccc1NC(=O)c1ccco1
39	-4	-5	2.1	2	0	i	-2	i	/	1	CC(C)(C)c1ccc(CC(=O)N2CCC2(C)C(=O)Nc2ccc(F)cc2F)cc1 (stereo not drawn)
40	-1	3	0.3	-14	-1	i	-2	i	1	0	Cc1ccc(C(CC(=O)O)NC(=O)CCNC(=O)c2ccco2)cc1 (stereo not drawn)

From compound 29 to 40, as listed above:
#	NadD inh	Rin1-Abl PPI inh	LMPTP inh	DNMT1 inh	SUMO1-SIM PPI	Neddyl block	CSN deneddyl inh	Rpn11 inh	Scp1 inh	STEP inh	SMILES
29	3	-2	0.7	1	0	i	2	i	0	5	CN1C(=O)C2(NCCc3c2[nH]c2ccccc32)c2ccccc21 (stereo not drawn)
30	0	-3	-0.4	5	1	i	0	i	-10	-3	CCC/C(O)=C1\C(=O)CC(C)(C)CC1=Nc1ccccc1OC
31	-3	-1	0.3	1	2	i	3	i	7	0	Cc1ccc(O)c(C(CC(=O)N2CCCC2)c2ccccc2)c1 (stereo not drawn)
32	5	-3	1.6	1	-37	i	-6	i	8	-1	O=C(OCc1nnc(-c2ccc([N+](=O)[O-])cc2)o1)c1ccc(F)c(S(=O)(=O)N2CCOCC2)c1
33	4	1	2.4	3	-13	i	5	i	1	2	O=C(O)CCC(=O)N1c2ccccc2NC2=C(C(=O)CC(c3ccc(F)cc3)C2)C1c1ccc([N+](=O)[O-])o1 (stereo not drawn)
34	-3	0	3.3	-1	-27	i	-4	i	-8	3	COc1ccc(C2=CC(=O)C[C@H](c3ccc(F)cc3)C2)cc1F
35	3	1	-1.1	1	2	i	2	i	-1	-1	O=C(c1cccc(Cl)c1)N1CCN(C(=O)c2ccccc2F)CC1
36	-7	2	0.2	1	-2	i	-3	i	-3	-1	O=C(NCc1ccc(Cl)cc1)C1CCN(c2cnccn2)CC1
37	-4	3	-0.6	3	1	i	-2	i	-8	4	CC1CCCCC1NC(=O)COC(=O)Cc1ccc(Br)cc1 (stereo not drawn)
38	-8	5	0.5	-9	-1	/	-2	i	-6	-1	COc1cc(NC(=O)Cc2ccc(Cl)cc2)ccc1NC(=O)c1ccco1
39	-4	-5	2.1	2	0	i	-2	i	/	1	CC(C)(C)c1ccc(CC(=O)N2CCC2(C)C(=O)Nc2ccc(F)cc2F)cc1 (stereo not drawn)
40	-1	3	0.3	-14	-1	i	-2	i	1	0	Cc1ccc(C(CC(=O)O)NC(=O)CCNC(=O)c2ccco2)cc1 (stereo not drawn)

Other results
#	NadD inh	Rin1-Abl PPI inh	LMPTP inh	DNMT1 inh	SUMO1-SIM PPI	Neddyl block	CSN deneddyl inh	Rpn11 inh	Scp1 inh	STEP inh	SMILES
41	-5	2	-2.2	4	-1	i	2	i	-10	4	CC(SC(=S)N1CCOCC1)C(=O)O (stereo not drawn)
42	-1	0	-1.6	1	2	i	2	i	-9	0	O=C(NC1CC1)C1CC(=O)N(c2ccc(F)cc2)C1 (stereo not drawn)
43	-3	-4	-1.2	1	7	i	-9	i	-9	-3	COC(=O)C(C(=O)OC)c1ccc(N)cc1
44	1	-2	1.9	8	2	i	-2	i	/	0	Cn1nc(C(C)(C)C)cc1C(=O)N1CCCCC1c1cc(C(=O)NCc2ccccc2)no1 (stereo not drawn)
45	-7	0	2.3	5	-1	i	0	i	/	2	Cc1ccc(NC(=O)[C@@H]2O[C@H](CO)[C@H](O)[C@H](O)[C@H]2O)cc1C(F)(F)F
46	3	-1	-0.3	4	1	i	-2	i	-4	10	COC(=O)c1ccc(-n2c(CCC(=O)O)ccc2-c2ccc(C)cc2)cc1
47	-6	-3	-0.2	2	5	i	6	i	/	-3	COc1cccc(C(O)c2nc(-c3ccc(F)c(Cl)c3)cs2)c1 (stereo not drawn)
48	4	-1	0.4	0	-4	i	-3	i	-1	0	Cc1[nH]c(C)c(S(=O)(=O)N(C)Cc2ccccc2)c1C(=O)N1CCCC1
49	4	1	-0.7	4	-15	i	1	i	2	2	O=[N+]([O-])c1c(Nc2ccc(O)cc2)cc(N2CCOCC2)c2nonc12
50	-2	0	0.3	-3	4	i	0	i	-10	-1	Cc1cc(C)c2c(=O)cc(C(F)F)oc2c1
51	-2	5	-0.2	4	5	i	4	i	0	-1	O=C(Nc1ccccc1F)c1ccc2nc(N3C(=O)CCC3=O)sc2c1
52	3	-1	2.4	-4	-1	i	3	i	-8	1	O=C(Cc1cccs1)Nc1nc(-c2ccccc2)cs1
